Screening results (PubChem)
Pf Dd2 growth – qHTS Primary assay for Inhibitors of Plasmodium falciparum Dd2 growth in vitro; P. falciparum Dd2 growth, SYBR Green, 72 h; Potency, µM (titrated, usually from 28.9 µM), for the others: at the top dose activity, negative = inhibition, hits mostly inhibitors; hit rate 4.3% among 120,000; active = well fitted inhibition curve with a large enough effect; inconclusive = small, poorly fitted or top-dose-only effect; inactive = no such curve, though single readings can be large or run the other way;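 note: plate controls were DMSO vehicle for no effect and reference drug for full effect; nearly all actives have a fitted effect of over 65% in size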
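Readout: SYBR Green fluorescence, 485 nm excitation, 535 nm emission, after ~16 h lysis at 37C. Before that, Dd2-infected red cells (2.5% hematocrit) grew 72 h with compound, 29 uM top final concentration.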
The depositor's hits bear a star; i = inactive; ? = inconclusive; [ ] = remark or other dose. Potency is the fitted concentration of half-maximal effect. This is a subset; count on the stated rates, not on these rows.

SMILES	Pf Dd2 growth
CN(C)C(=O)c1cccnc1OC1CCN(C(=O)NC(C)(C)C)C1 (stereo not given)	-17%
COc1ccc(-n2cccn2)c(CN2CC[C@H](CO)[C@H](O)C2)c1	i
CCC1(N2CCN(C(=O)Cc3ccccc3OC)CC2)CCN(C(=O)NC)C1 (stereo not given)	i
Cc1ccc(C(=O)COC(=O)c2cc(-c3ccccc3)nc3ccccc23)cc1C	9%
COc1ccc(-c2nc3c(c(SCC(=O)Nc4ccccc4OC)n2)Cc2cccc(C)c2O3)cc1	11µM*
CC1=NS(=O)(=O)N(C)C=C1C(=O)OCc1nc(-c2ccc3c(c2)OCO3)no1	30%
CN1C(=O)C(CC(=O)NCc2ccccc2)=C2CCCCC21 (stereo not given)	-10%
CN1C(=O)CO[C@H]2CN(Cc3ncc[nH]3)C[C@H]21	5%[44.1 µM]
Cc1nn2c(c1-c1cccnc1N1CCOCC1)N(C(=O)COc1ccccc1)CCC2	-10%[44.1 µM]
CNCc1ccccc1Cl	-26%[44.1 µM]
CC1=C[C@@H](CNC(=O)c2ccncc2)[C@H](C(C)C)C[C@H]1CC(=O)NCc1ccc(C#N)cc1	i
CCCN1CCCC2(Cc3ccccc3CN(C(=O)CCCC(=O)O)C2)C1 (stereo not given)	-6%
O=C(Nc1cccc(Cl)c1)c1cc2c(=O)[nH]c3ccccc3c2s1	?
CC1=C[C@@H](CNC(C)C)[C@H](C(C)C)C[C@H]1Cc1nnc(-c2ccc(N(C)C)cc2)o1	3.5µM*
COCc1ccc2c(c1)c(OC(C)(C)C(=O)Nc1ccn(C)n1)nn2Cc1cccnc1	-17%[44.1 µM]
COc1ccc(C(=O)N[C@@H]2CCC[C@@H]2C(=O)N2CCN(c3cc(C)ccc3C)CC2)cc1	5µM*

A second format for 2 compounds above.
COCc1ccc2c(c1)c(OC(C)(C)C(=O)Nc1ccn(C)n1)nn2Cc1cccnc1
  Pf Dd2 growth = -17%[44.1 µM]

CC1=C[C@@H](CNC(C)C)[C@H](C(C)C)C[C@H]1Cc1nnc(-c2ccc(N(C)C)cc2)o1
  Pf Dd2 growth = 3.5µM*

Later entries:
SMILES	Pf Dd2 growth
COc1ccc(C2NC(=O)N(CC(=O)N3CCC(C)CC3)C3=C2C(=O)OC3)cc1 (stereo not given)	-16%
CCC1c2nccn2CCCN1C(=O)CN1CCCC1=O (stereo not given)	23%
CCN(C(=O)c1nn(C)c2c1CSc1ccccc1-2)c1cccc(C)c1	11%
COc1ccccc1CCNC(=O)c1ccc(NC(=O)N2CC(C)Sc3ccccc32)cc1 (stereo not given)	?
O=C(Nc1ccc(Cl)cc1)N1CCC2(CC1)C(=O)NCN2Cc1ccc(Cl)cc1	?
CN(Cc1ccc(OC(F)(F)F)cc1)C(=O)C1(C)CCOCC1	-18%
CCc1nnc(NC(=O)c2cc(=O)c3cc(C)ccc3o2)s1	i
COc1ccc(C(=O)NC2(C(F)(F)F)C(=O)Nc3c2c(=O)[nH]c(=O)n3CCc2ccc(OC)c(OC)c2)cc1 (stereo not given)	25%
CCc1ccc(NC(=O)CCc2nnc3n(C)c(=O)c4sccc4n23)cc1	16%
COc1ccc(-c2noc(Nc3cc(C)ccc3OC)n2)cc1	?
COc1cccc(C(=O)N2CCC(c3n[nH]c(=O)n3-c3ccc(C)cc3)CC2)c1OC	-7%
COc1cccc(-c2nnnn2[C@H]2CO[C@H]3[C@@H]2OC[C@@H]3NS(=O)(=O)Cc2ccccc2)c1	-9%
O=C(c1ccccc1F)N1CCC(n2cc(-c3nc(-c4ccccc4)no3)nn2)C1 (stereo not given)	i
O=C(Cn1cc(S(=O)(=O)Cc2ccccc2Cl)c2ccccc21)NCc1ccccc1Cl	i
COC[C@H]1C[C@@H](NC(=O)Nc2ccc(C(F)(F)F)cc2)[C@H](O)[C@@H]1O	-23%[44.1 µM]
COc1ccc(C(=O)N2CCC(C3CCN(S(C)(=O)=O)CC3)C2)c(C)c1 (stereo not given)	30%[activator]
CC1=C[C@@H](CC#N)[C@H](C(C)C)C[C@H]1CC(=O)N1CCN(CCO)CC1	?
CCCN1C(=O)c2[nH]nc(-c3ccccc3O)c2C1c1cccc(OCc2ccccc2)c1 (stereo not given)	4.5µM*
O=C1CC2(CCN(c3cncc(C(=O)N4CCCCC4)n3)C2)C(=O)N1 (stereo not given)	6%
COCCNC(=O)N1CCC(C2CCNC2)CC1 (stereo not given)	7%
Cc1ccc(C(=O)NC[C@H]2C[C@@H]3CCN2C[C@@H]3c2cc(-c3cccs3)nn2C)cc1	-19%[44.1 µM]
O=C(c1ccccn1)N1CCC2(CC1)CC(N(Cc1ccc(F)cc1)C1CC1)CCO2 (stereo not given)	?
COc1ccc(C(=O)N2CCCC(c3nc(C4CCOCC4)no3)C2)cc1OC (stereo not given)	52%[activator]
Cc1ccc(C(=O)N2CCC(N3C(=O)CCC3C(=O)NC(C)C)CC2)c(C)c1 (stereo not given)	6%

5 compounds already listed, arranged by number of heavy atoms, smallest number first.
SMILES	Pf Dd2 growth
CN1C(=O)CO[C@H]2CN(Cc3ncc[nH]3)C[C@H]21	5%[44.1 µM]
CCc1nnc(NC(=O)c2cc(=O)c3cc(C)ccc3o2)s1	i
O=C(Nc1cccc(Cl)c1)c1cc2c(=O)[nH]c3ccccc3c2s1	?
CCN(C(=O)c1nn(C)c2c1CSc1ccccc1-2)c1cccc(C)c1	11%
O=C(Cn1cc(S(=O)(=O)Cc2ccccc2Cl)c2ccccc21)NCc1ccccc1Cl	i

Later entries.
SMILES	Pf Dd2 growth
CCN(CC)Cc1cnc2c(C(=O)NC(C)c3ccccc3)cnn2c1 (stereo not given)	?
COc1ccc(NC(=O)C2CCN(S(=O)(=O)c3ccc4c(c3)CCCC(=O)N4)CC2)cc1Cl	9%
CCCS(=O)(=O)c1nc(S(=O)(=O)c2ccc(C)cc2)c(N(CC)CC)s1	i
COc1ccc(-c2noc(-c3cccn3CC(=O)Nc3ccccc3C)n2)cc1F	?
Cc1[nH]ncc1CNC(=O)C1CCCN(Cc2ccncc2)CCC(=O)NCC1 (stereo not given)	-9%
CC1(Cc2ccc3c(c2)OCO3)CCCN(C(=O)c2cncc(Cl)c2)C1 (stereo not given)	?
O=C(Nc1ccc([C@H]2OCC(=O)N(Cc3ccncc3)[C@@H]2CO)cc1)c1ccc(C(F)(F)F)cc1	?
CNC(=O)C1CCN(C(=O)c2cc(COc3ccccc3OC)[nH]n2)C1 (stereo not given)	0%
COc1ccc(-c2cc3c(=O)n(CCNC(=O)c4ccsc4)ccn3n2)cc1	?
CCc1ccc(NC(=O)N2CCCC(c3noc(COc4ccccc4F)n3)C2)cc1 (stereo not given)	i
Cc1ccc(-c2cnc([C@@H]3COCCN3Cc3ccncc3)[nH]2)cc1	?
COc1ccc(OC)c(NC(=O)c2ccc(-c3nc(CSc4ccccc4)c(C)o3)cc2)c1	i
Cn1ncc(N2CCC(C(=O)N3CCC(C(N)=O)(N4CCCCC4)CC3)C2)cc1=O (stereo not given)	9%
Cc1cc(C)cc(-n2c(SCC(=O)Nc3ccc4c(c3)OCCO4)nc3c([nH]c4ccccc43)c2=O)c1	i
Cc1cc(C)cc(C(=O)n2nc(C)c(S(=O)(=O)N3CCOCC3)c2C)c1	3%
CCCN1CCc2[nH]cnc2C12CCN(C(=O)c1cnn3ccccc13)CC2	14%
CC(C)Oc1ccc2c(NC(=O)C3CCOC3)nn(Cc3ccccc3)c2c1 (stereo not given)	-27%
CC[C@H]1CN2CC[C@H]1C[C@@H]2CN(Cc1cccs1)Cc1cccs1	?
Cc1ccc(-c2cc(N3CCCN(C(=O)c4ccc5c(c4)OCO5)CC3)n[nH]2)cc1C	?
O=C(c1ccc2sccc2c1)N1CCN(Cc2ccc3c(c2)OCO3)CC1	i
Nc1c(C(=O)Nc2cccc(F)c2)sc2nc(-c3cccs3)ccc12	?
O=C([C@@H]1C[C@H](Oc2cccnc2)CN1C(=O)c1ccco1)N1CCCC1	-18%
Cc1nn(CC(=O)NCc2cccnc2)c(=O)c2nc(-c3ccccc3)sc12	-7%
CCn1cc(CN(C)S(=O)(=O)c2ccc(C(=O)NC3CC3)cc2)cn1	-3%
Cc1cccc(C(=O)NC2(C(F)(F)F)N=C(c3ccccc3)N(Cc3ccccc3)C2=O)c1 (stereo not given)	i
CC(C)CCNC[C@H]1O[C@H](Cc2cc(-c3ccc(F)cc3)on2)CC[C@@H]1O	3.5µM*
CCc1ccccc1NC(=O)Cc1ccc(-n2c(C)nc3cccnc32)cc1	14%
Cc1cc(C)cc(Nc2nc(-c3ccccc3F)no2)c1	13µM*
CCOC(=O)C1=C(CS(=O)(=O)c2ccc(F)c(C)c2)NC(=O)NC1c1ccccc1OC (stereo not given)	-12%
CCN(CC)C(=O)Cn1c(=O)n(Cc2ccc(C(=O)NCCc3ccc(OC)c(OC)c3)cc2)c(=O)c2ccccc21	-22%
O=C(CCC1CCCN(S(=O)(=O)c2ccccc2F)C1)NCCN1CCCC1 (stereo not given)	-1%
COc1ccc(-c2nnc(C[C@@H]3C[C@@H](C(C)C)[C@H](CNCc4ccncc4)C=C3C)o2)cc1	4µM*
CCN1CCOC(=O)C1CC(=O)Nc1cc(C)cc(C)c1 (stereo not given)	38%[activator]
CCOC(=O)C1CCN(C(=O)c2ccc3nccn3c2)CC1	-5%[44.1 µM]
O=C(OCc1cc(=O)n2c3c(sc2n1)CCCC3)c1cccc(NC(=O)c2ccccc2F)c1	3%
O=C(c1ccc2[nH]ccc2c1)N1CCC(n2cc(-c3nc(-c4ccccc4)no3)nn2)C1 (stereo not given)	-4%
Cc1cc(C(=O)N2CCCC(c3nn[nH]n3)C2)nn1C (stereo not given)	35%[activator]
COc1ccc(Nc2cnc3ccc(-c4ccc(F)cc4)nn23)cc1	?
Cc1noc(C)c1CO[C@@H]1COCC[C@H]1NC(=O)Cn1nc2ccccc2n1	4%
CCC(=O)N1CCc2cc(S(=O)(=O)CCC(=O)N3CCN(c4cccc(Cl)c4)CC3)ccc21	-12%
Cc1ccc(C(=O)N2CCC3(CCCCO3)CC2)cn1	22%
COc1ccc(C(F)(F)F)cc1NC(=O)c1sc2nc(-c3cccs3)ccc2c1N	?
Cc1cn2nc(C(=O)N3CCN(C4CCCCC4)CC3)cc2c(N(C)Cc2ccccc2)n1	?
O=C(Cc1ccccc1)NC1CCCc2c1[nH]c1c(Cl)cccc21 (stereo not given)	?
COc1ccc(-c2nc3nccc(-c4ccsc4)n3n2)c(OC)c1	i
CCn1ncc(C(=O)N2C[C@@H](CO)[C@H](c3ccncc3)C2)c1C	-9%
CN(C)c1ccc(-c2ccnc(N[C@H]3CO[C@H]4[C@@H]3OC[C@H]4OC(=O)Nc3cccc(C(F)(F)F)c3)n2)cc1	-26%
COc1ccccc1NC(=O)Cn1c(=O)n(Cc2ccccc2)c(=O)c2c3c(sc21)CN(C(C)=O)CC3	-10%
CCOC(=O)C1CCN(C(c2cccc(F)c2)c2c(O)cc(C)n(Cc3ccco3)c2=O)CC1 (stereo not given)	i
CNC(=O)c1cc(-c2ccncc2)cc2c1OCCN2Cc1cccnc1	?
O=C(NCc1ccccc1Cl)C(=O)NCC(c1cccs1)S(=O)(=O)c1cccs1 (stereo not given)	i
CC(C)(C)C(=O)Nc1ccc2nc(SCC(=O)N3CCc4ccccc43)sc2c1	i
CCCn1cc(C2CCN(S(=O)(=O)c3ccccc3Cl)CC2)c2ccccc21	-1%
COCCCn1c(SCC(=O)Nc2ccccc2OC)nc2c(sc3ccccc32)c1=O	?
COc1ccc(-c2noc([C@@H]3CCCN3C(=O)c3ccccc3F)n2)cc1OC	?
CC(C)CNC(=O)C(=O)Nc1c2c(nn1-c1ccccc1)CS(=O)(=O)C2	2%

The listing continues.
SMILES	Pf Dd2 growth
Cc1cnn(CCC(=O)N2CCCCCCNC(=O)CC2)c1	1%
CCN1C(=O)C(CC(=O)N2CCCCCC2)Sc2ncccc21 (stereo not given)	-1%
CC(C)(C)c1ccc(C(=O)Nc2nc3c(s2)C[C@@H]2[C@](C)(CO)[C@H](O)CC[C@@]2(C)[C@@H]3CC(=O)N2CCOCC2)cc1	-7%
Cc1ccccc1CNC[C@H]1O[C@@H]2C[C@@H](CC(=O)N3CCOCC3)O[C@@H]2[C@@H]1O	-10%[44.1 µM]
CCOc1ccc(C(=O)NCC(c2ccc3c(c2)OCO3)N2CCN(c3ccccc3F)CC2)cc1 (stereo not given)	?
COc1cc(NC(=O)c2ccc3oc(=O)c(S(=O)(=O)c4ccccc4)cc3c2)cc(OC)c1	21%
COc1cccc(-c2noc(CC3CCN(C(=O)c4ccc(F)cc4)CC3)n2)c1	?
O=C(c1cncnc1)N1CC[C@H](c2nc3ccc(F)cc3[nH]2)C1	0%[44.1 µM]
Fc1ccc(-c2cc(CC3(NCc4ccco4)COC3)no2)cc1	13%[44.1 µM]
CN1C(=O)C(CC(=O)NCc2cccnc2-n2ccnc2)N(C)C1=O (stereo not given)	14%
O=C(Nc1ccccc1)[C@H]1O[C@H](CCN2CCN(c3ccccc3)CC2)CC[C@@H]1O	i
CCc1ccccc1NC(=O)CSc1ncc(S(=O)(=O)c2ccc(C(C)C)cc2)c(N)n1	-24%
CCc1ccc(NC(=O)c2ccc(F)c(S(=O)(=O)N3CCC(C)CC3)c2)cc1	-18%
